Screening results as filed in PubChem.
CRFR2-BP ag: agonists of CRF-BP/CRF-R2 complex, primary screen, cell-based, HEK293, calcium dye fluorescence, uHTS; calcium dye fluorescence (FLIPR); percent of saturating CRF peptide response; activation, % at 13.2 µM; 350,000 compounds, 0.46% hits;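 active = activation of at least 50%, plus an integration ratio under a set limit after plate pattern correction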;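 also: plate controls were neutral control wells without compound for no effect and CRF at EC100 for full effect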
CHRM5 PAM: human M5 muscarinic receptor positive allosteric modulators, primary screen, CHO-K1 cells, Fluo-8 calcium fluorescence. activation, % at 3 µM. 360,000 compounds, 0.3% hits. Muscarinic acetylcholine receptor M5 (Homo sapiens), P08912. CHO-K1 hM5, ACh EC20 PAM; 0% = ACh EC20, 100% = ACh EC100;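 active = activation above the run cutoff, the mean activation of all test compounds plus 3 SD, cut at about 18% in these data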
Target sequence (P08912 whole entry, looked up): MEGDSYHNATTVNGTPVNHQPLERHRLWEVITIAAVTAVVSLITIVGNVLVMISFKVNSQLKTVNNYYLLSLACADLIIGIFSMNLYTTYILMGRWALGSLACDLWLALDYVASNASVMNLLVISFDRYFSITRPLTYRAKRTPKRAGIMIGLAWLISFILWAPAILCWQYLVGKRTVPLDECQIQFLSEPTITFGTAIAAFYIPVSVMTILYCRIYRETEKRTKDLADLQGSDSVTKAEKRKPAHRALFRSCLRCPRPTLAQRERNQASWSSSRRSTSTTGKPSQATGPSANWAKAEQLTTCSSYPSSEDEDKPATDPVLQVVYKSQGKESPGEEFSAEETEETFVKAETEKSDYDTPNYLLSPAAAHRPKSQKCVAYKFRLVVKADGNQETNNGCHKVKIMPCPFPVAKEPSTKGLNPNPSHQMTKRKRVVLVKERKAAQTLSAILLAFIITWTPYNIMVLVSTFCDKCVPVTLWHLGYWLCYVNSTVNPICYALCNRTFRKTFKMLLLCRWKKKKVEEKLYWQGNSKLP
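Assay system: CHO-K1 hM5 cells. Also added: acetylcholine at EC20 concentration, added after compound. Dosing: 3 µM, single dose. Times: compound preincubation 140 s before EC20 acetylcholine addition. Signal: Fluo-8 calcium fluorescence. Measure: % activation relative to EC20 and EC100 ACh responses. Repeats: singlicate, one well per test compound.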
M4 ag: human M4 muscarinic receptor agonists, primary screen, CHO-K1 cells, Fluo-8 calcium fluorescence | Muscarinic acetylcholine receptor M4 (Homo sapiens), P08173 | CHO-K1 hM4/Gqi5; vehicle 0%, full acetylcholine response 100% | activation, % at 3 µM | 360,000 compounds, 0.14% hits;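 active = activation above the run mean over all test wells plus 3 SD, cut at about 32% in these data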;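 also: peak over basal fluorescence ratio per well then scaled between controls; 0% = DMSO wells and 100% = acetylcholine at EC100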
CHRM5 agonist: human M5 muscarinic receptor agonists, primary screen, CHO-K1 cells, Fluo-8 calcium fluorescence | activation, % at 3 µM | Muscarinic acetylcholine receptor M5 (Homo sapiens), P08912 | 360,000 compounds, 0.19% hits | CHO-K1 hM5 cells; 0% DMSO wells, 100% maximal acetylcholine response;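 active = activation above the run's mean over test compounds plus 3 SD, cut at about 23% in these data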;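 also: signal is peak over basal fluorescence ratio across the kinetic read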
CHRM1 PAM: human M1 muscarinic receptor positive allosteric modulators, primary screen, CHO-K1 cells, Fluo-8 calcium fluorescence, 1536-well | CHO-K1 hM1, ACh EC20; 0% = ACh EC20, 100% = maximal ACh | Muscarinic acetylcholine receptor M1 (Homo sapiens), P11229 | 360,000 compounds, 0.088% hits | activation, % at 3 µM; in the data active = activation above about 19%, passing the limit was not always enough
Target sequence (P11229 whole entry, looked up): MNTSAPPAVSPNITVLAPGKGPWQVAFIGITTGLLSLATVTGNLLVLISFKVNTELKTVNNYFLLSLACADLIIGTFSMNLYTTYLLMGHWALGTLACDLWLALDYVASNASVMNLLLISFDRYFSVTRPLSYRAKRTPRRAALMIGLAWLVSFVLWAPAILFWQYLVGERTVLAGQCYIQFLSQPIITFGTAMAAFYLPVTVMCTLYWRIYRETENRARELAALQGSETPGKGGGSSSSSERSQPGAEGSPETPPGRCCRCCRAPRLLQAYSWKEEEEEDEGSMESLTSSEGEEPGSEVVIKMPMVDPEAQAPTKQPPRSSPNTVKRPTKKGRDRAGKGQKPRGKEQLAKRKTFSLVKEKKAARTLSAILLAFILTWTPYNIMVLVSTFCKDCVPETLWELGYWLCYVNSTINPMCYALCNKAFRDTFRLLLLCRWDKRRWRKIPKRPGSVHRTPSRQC
M5 antag: human M5 muscarinic receptor antagonists, primary screen, CHO cells, Fluo-8 calcium fluorescence. AID 624040, 2012. Muscarinic acetylcholine receptor M5 (Homo sapiens), P08912. inhibition, % at 3 µM. CHO-hM5 cells, ACh EC80. 360,000 compounds, 0.59% hits;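 active = inhibition above a per-plate cutoff, the mean of that plate's test compounds plus 3 SD, cut at about 27% in these data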;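 also: 0% = acetylcholine EC80 with DMSO and 100% = DMSO without agonist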
CHRM1 antagonist: human M1 muscarinic receptor antagonists, primary screen, CHO-K1 cells, Fluo-8 calcium fluorescence, 1536-well; AID 588852, 2011; Muscarinic acetylcholine receptor M1 (Homo sapiens), P11229; 360,000 compounds, 1.3% hits; CHO-K1 hM1, ACh EC80 antagonist; inhibition, % at 3 µM;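 active = percent inhibition above its own plate's cutoff, namely the mean of that plate's compound wells plus 3 SD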;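 also: peak over basal fluorescence ratio during 140 s after agonist addition; 0% = ACh EC80 plus DMSO and 100% = DMSO alone without agonist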
M4 PAM: human M4 muscarinic receptor positive allosteric modulators, primary screen, CHO-K1 cells, Fluo-8 calcium fluorescence | Muscarinic acetylcholine receptor M4 (Homo sapiens), P08173 | CHO-K1 hM4/Gqi5, ACh EC20; 0% = ACh EC20, 100% = maximal ACh | activation, % at 3 µM | 360,000 compounds, 0.4% hits;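 active = activation above its plate's cutoff, the mean activation of sample wells plus 3 SD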; also: some results filed as inactive read as strong as hits
M4 antag: human M4 muscarinic receptor antagonists, primary screen, CHO cells, Fluo-8 calcium fluorescence | CHO-hM4 cells, ACh EC80 | AID 624125, 2012 | inhibition, % at 3 µM | 360,000 compounds, 0.73% hits | Muscarinic acetylcholine receptor M4 (Homo sapiens), P08173;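 active = inhibition above its plate's cutoff, the mean inhibition of sample wells plus 3 SD, cut at about 27% in these data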;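 also: 0% = acetylcholine EC80 with DMSO and 100% = DMSO without agonist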
* = called active by the depositor.

How did CCNc1nc(NCC)nc(N/N=C/c2ccc(N(C)C)cc2)n1 do in these assays?
CRFR2-BP ag: -0.2; CHRM5 PAM: -13; M4 ag: 11; CHRM5 agonist: -1; CHRM1 PAM: -9; M5 antag: 7; CHRM1 antagonist: 7; M4 PAM: -6; M4 antag: -2

How did Cc1cc(C)n2nc(C(=O)OCCOc3ccc(F)cc3)nc2n1 do in these assays?
CRFR2-BP ag: 0.2; CHRM5 PAM: 5; M4 ag: 2; CHRM5 agonist: -3; CHRM1 PAM: 6; M5 antag: -7; CHRM1 antagonist: -23; M4 PAM: 8; M4 antag: -14

How did CCOc1cc(CNC(C)(C)C)ccc1OCC(=O)Nc1cccc(C(F)(F)F)c1 do in these assays?
CRFR2-BP ag: 0.6; CHRM5 PAM: 6; M4 ag: 3; CHRM5 agonist: -5; CHRM1 PAM: 5; M5 antag: -2; CHRM1 antagonist: -8; M4 PAM: 1; M4 antag: 3

Results for COc1cc(C(=O)O[C@H]2CC(C)=CC[C@@]3(C)CC[C@@](O)(C(C)C)[C@H]23)ccc1O ?
CRFR2-BP ag: 1.2; CHRM5 PAM: 0; M4 ag: 1; CHRM5 agonist: 1; CHRM1 PAM: 7; M5 antag: 6; CHRM1 antagonist: -9; M4 PAM: 6; M4 antag: -2

What do the screens show for `Fc1cccc(Cl)c1Cn1nnc(-c2ccc3c(c2)OCO3)n1`?
CRFR2-BP ag: 12; CHRM5 PAM: -3; M4 ag: -1; CHRM5 agonist: -5; CHRM1 PAM: 2; M5 antag: -1; CHRM1 antagonist: -22; M4 PAM: -5; M4 antag: -7

Results for O=C(COC(=O)Cc1ccsc1)Nc1ccccc1 ?
CRFR2-BP ag: 0.2; CHRM5 PAM: -1; M4 ag: 1; CHRM5 agonist: 0; CHRM1 PAM: 8; M5 antag: -8; CHRM1 antagonist: -4; M4 PAM: -2; M4 antag: -3

Results for Cc1cc(C)nc(N2CCCC(C(=O)Nc3nnc(C(C)(C)C)s3)C2)n1 (stereo not drawn) ?
CRFR2-BP ag: 1.7; CHRM5 PAM: -5; M4 ag: 1; CHRM5 agonist: -4; CHRM1 PAM: 9; M5 antag: -1; CHRM1 antagonist: -8; M4 PAM: -6; M4 antag: 0

How did CCOc1ccc(-c2c(C#N)c(N)nc3sc(C(=O)c4ccccc4)c(N)c23)cc1 do in these assays?
CRFR2-BP ag: 47; CHRM5 PAM: -7; M4 ag: 0; CHRM5 agonist: -3; CHRM1 PAM: 0; M5 antag: 6; CHRM1 antagonist: 3; M4 PAM: -11; M4 antag: 9

How did CCOC(=O)CSc1nc2sc3c(c2c(=O)n1CC)CC(C)(C)OC3 do in these assays?
CRFR2-BP ag: 0.4; CHRM5 PAM: -1; M4 ag: 7; CHRM5 agonist: 3; CHRM1 PAM: 3; M5 antag: 4; CHRM1 antagonist: -9; M4 PAM: 4; M4 antag: -6

What do the screens show for `CCOC(=O)c1cnc2c(ccc3ccccc32)c1NCCO`?
CRFR2-BP ag: -4.2; CHRM5 PAM: -6; M4 ag: 2; CHRM5 agonist: -5; CHRM1 PAM: -5; M5 antag: 6; CHRM1 antagonist: -5; M4 PAM: -3; M4 antag: 3

What do the screens show for `CN(C)c1cc(N)c2ccccc2n1` (tested in a mixture with another compound)?
CRFR2-BP ag: 5.2; CHRM5 PAM: -2; M4 ag: 2; CHRM5 agonist: -7; CHRM1 PAM: 13; M5 antag: 3; CHRM1 antagonist: -16; M4 PAM: 2; M4 antag: -6

Results for C/C(CC(=O)Nc1ccc2c(c1)OCCO2)=N\NC(=O)COc1ccc(C)cc1 ?
CRFR2-BP ag: -1.0; CHRM5 PAM: 4; M4 ag: 0; CHRM5 agonist: -1; CHRM1 PAM: 16; M5 antag: 4; CHRM1 antagonist: -15; M4 PAM: 1; M4 antag: 2

Results for CCOC(=O)C[C@H]1c2ccc(C(F)(F)F)cc2S(=O)(=O)N1c1cccc(OC)c1 ?
CRFR2-BP ag: -6.8; CHRM5 PAM: -5; M4 ag: 2; CHRM5 agonist: -10; CHRM1 PAM: -1; M5 antag: 8; CHRM1 antagonist: 9; M4 PAM: -4; M4 antag: 2

What do the screens show for `O=C(NCc1ccccc1)C1CCCN1C(=O)Nc1ccccc1[N+](=O)[O-]` (stereo not drawn)?
CRFR2-BP ag: -1.3; CHRM5 PAM: 5; M4 ag: 1; CHRM5 agonist: 4; CHRM1 PAM: 3; M5 antag: 1; CHRM1 antagonist: -4; M4 PAM: -3; M4 antag: 3

How did COC(=O)c1c(-c2ccc(N(C)C)cc2)sc2ccc(OC)cc12 do in these assays?
CRFR2-BP ag: 3.3; CHRM5 PAM: 3; M4 ag: 1; CHRM5 agonist: 0; CHRM1 PAM: -8; M5 antag: 2; CHRM1 antagonist: 16; M4 PAM: 8; M4 antag: 2

Results for CCOC(=O)NN1C(=O)c2ccccc2NC1c1ccc(OC)c(OC)c1 (stereo not drawn) ?
CRFR2-BP ag: -1.0; CHRM5 PAM: 1; M4 ag: 3; CHRM5 agonist: 1; CHRM1 PAM: 5; M5 antag: 4; CHRM1 antagonist: -6; M4 PAM: -3; M4 antag: 1

How did COc1ccc(C2=NOC(CN3C(=O)c4ccccc4S3(=O)=O)C2)cc1 (stereo not drawn) do in these assays?
CRFR2-BP ag: 0.1; CHRM5 PAM: -19; M4 ag: 10; CHRM5 agonist: 1; CHRM1 PAM: -3; M5 antag: 22; CHRM1 antagonist: 6; M4 PAM: -8; M4 antag: 2

How did Cc1ccc(S(=O)(=O)N2C[C@H]3C(=O)C[C@@H](c4ccccc4)N(S(=O)(=O)c4ccc(C)cc4)[C@H]3C[C@H]2c2cccc3ccccc23)cc1 do in these assays?
CHRM5 PAM: 3; M4 ag: 0; CHRM5 agonist: 0; CHRM1 PAM: 8; M5 antag: 0; CHRM1 antagonist: -5; M4 PAM: -4; M4 antag: -9

How did Cc1ccc(NC(=O)C2CCN(c3cnccn3)CC2)cc1 do in these assays?
CRFR2-BP ag: -0.1; CHRM5 PAM: 12; M4 ag: 1; CHRM5 agonist: -4; CHRM1 PAM: 10; M5 antag: 3; CHRM1 antagonist: -15; M4 PAM: 6; M4 antag: 5

What do the screens show for `O=C(CSc1nc(O)cc(=O)n1-c1ccccc1)Nc1ccc2c3c(cccc13)CC2`?
CRFR2-BP ag: 1.2; CHRM5 PAM: 8; M4 ag: 1; CHRM5 agonist: 0; CHRM1 PAM: 18; M5 antag: -4; CHRM1 antagonist: -7; M4 PAM: 20*; M4 antag: -12

Continued; the last two above are carried over.
How did Cc1ccc(NC(=O)C2CCN(c3cnccn3)CC2)cc1 do in these assays?
CRFR2-BP ag: -0.1; CHRM5 PAM: 12; M4 ag: 1; CHRM5 agonist: -4; CHRM1 PAM: 10; M5 antag: 3; CHRM1 antagonist: -15; M4 PAM: 6; M4 antag: 5

What do the screens show for `O=C(CSc1nc(O)cc(=O)n1-c1ccccc1)Nc1ccc2c3c(cccc13)CC2`?
CRFR2-BP ag: 1.2; CHRM5 PAM: 8; M4 ag: 1; CHRM5 agonist: 0; CHRM1 PAM: 18; M5 antag: -4; CHRM1 antagonist: -7; M4 PAM: 20*; M4 antag: -12

How did COc1ccc(OC)c(/C=N/NC(=O)c2[nH]ncc2Br)c1 do in these assays?
CRFR2-BP ag: 0.1; CHRM5 PAM: -4; M4 ag: 2; CHRM5 agonist: -3; CHRM1 PAM: 7; M5 antag: 3; CHRM1 antagonist: -5; M4 PAM: -2; M4 antag: -4

How did O=C(CCS(=O)(=O)c1ccc(Cl)cc1)N1CCN(S(=O)(=O)c2cccs2)CC1 do in these assays?
CRFR2-BP ag: 2.5; CHRM5 PAM: -3; M4 ag: 8; CHRM5 agonist: 2; CHRM1 PAM: 5; M5 antag: 3; CHRM1 antagonist: -10; M4 PAM: 5; M4 antag: -3

Results for Cc1ccccc1N/N=C/c1c(C)nc2ccccn12 ?
CRFR2-BP ag: -2.4; CHRM5 PAM: -4; M4 ag: 5; CHRM5 agonist: -2; CHRM1 PAM: -3; M5 antag: -2; CHRM1 antagonist: 4; M4 PAM: -9; M4 antag: 0

How did O=C(COC(=O)/C=C/c1ccc(F)cc1)Nc1ccc(Cl)cn1 do in these assays?
CRFR2-BP ag: 1.2; CHRM5 PAM: 4; M4 ag: 0; CHRM5 agonist: 2; CHRM1 PAM: 6; M5 antag: -2; CHRM1 antagonist: -10; M4 PAM: 3; M4 antag: -7

What do the screens show for `CCc1sc(C(=O)N2CCc3cc(OC)c(OC)cc3C2CC(=O)O)cc1C` (stereo not drawn)?
CRFR2-BP ag: -1.8; CHRM5 PAM: 3; M4 ag: -1; CHRM5 agonist: 1; CHRM1 PAM: 3; M5 antag: 1; CHRM1 antagonist: -6; M4 PAM: 11; M4 antag: -9

How did O=C(O)Cn1cnc2scc(-c3cccs3)c2c1=O do in these assays?
CRFR2-BP ag: 1.5; CHRM5 PAM: -7; M4 ag: 1; CHRM5 agonist: 0; CHRM1 PAM: 0; M5 antag: -4; CHRM1 antagonist: 0; M4 PAM: 3; M4 antag: -2

How did COc1cc2c(C(=O)N3CCN(c4ccccc4C)CC3)c(C)oc2cc1Br do in these assays?
CRFR2-BP ag: 0.9; CHRM5 PAM: 2; M4 ag: 2; CHRM5 agonist: -5; CHRM1 PAM: 0; M5 antag: 3; CHRM1 antagonist: 2; M4 PAM: 11; M4 antag: -11

Results for CC(=O)c1ccc(NC(=O)CSC(=S)N2CCCC2)cc1 ?
CRFR2-BP ag: 0.6; CHRM5 PAM: 1; M4 ag: 5; CHRM5 agonist: 6; CHRM1 PAM: -5; M5 antag: -9; CHRM1 antagonist: 2; M4 PAM: -4; M4 antag: -8

What do the screens show for `Cc1c(NC(=O)c2ncn[nH]2)cccc1-c1nc2ccccc2s1`?
CRFR2-BP ag: 1.6; CHRM5 PAM: 1; M4 ag: 0; CHRM5 agonist: -3; CHRM1 PAM: 5; M5 antag: 6; CHRM1 antagonist: -11; M4 PAM: -3; M4 antag: 9

2 compounds picked at random from those above, as already listed:
What do the screens show for `CCc1sc(C(=O)N2CCc3cc(OC)c(OC)cc3C2CC(=O)O)cc1C` (stereo not drawn)?
CRFR2-BP ag: -1.8; CHRM5 PAM: 3; M4 ag: -1; CHRM5 agonist: 1; CHRM1 PAM: 3; M5 antag: 1; CHRM1 antagonist: -6; M4 PAM: 11; M4 antag: -9

How did O=C(COC(=O)/C=C/c1ccc(F)cc1)Nc1ccc(Cl)cn1 do in these assays?
CRFR2-BP ag: 1.2; CHRM5 PAM: 4; M4 ag: 0; CHRM5 agonist: 2; CHRM1 PAM: 6; M5 antag: -2; CHRM1 antagonist: -10; M4 PAM: 3; M4 antag: -7
